Mcl1 Noxa PPI: Mcl-1/Noxa interaction inhibition; Q07820; TR-FRET Mcl-1/Noxa peptide binding, 2 h; inhibition, % at 21.7 µM; 1.5% of 220,000 active;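 active = compounds that cut the protein-peptide binding signal by more than 50% relative to plate controls in a single-dose test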;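 note: His-tagged Mcl-1 with rhodamine Noxa BH3 peptide and terbium anti-His antibody; 0% = Mcl-1 plus Noxa peptide wells and 100% = peptide-only wells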
Target sequence (Q07820 whole entry, looked up): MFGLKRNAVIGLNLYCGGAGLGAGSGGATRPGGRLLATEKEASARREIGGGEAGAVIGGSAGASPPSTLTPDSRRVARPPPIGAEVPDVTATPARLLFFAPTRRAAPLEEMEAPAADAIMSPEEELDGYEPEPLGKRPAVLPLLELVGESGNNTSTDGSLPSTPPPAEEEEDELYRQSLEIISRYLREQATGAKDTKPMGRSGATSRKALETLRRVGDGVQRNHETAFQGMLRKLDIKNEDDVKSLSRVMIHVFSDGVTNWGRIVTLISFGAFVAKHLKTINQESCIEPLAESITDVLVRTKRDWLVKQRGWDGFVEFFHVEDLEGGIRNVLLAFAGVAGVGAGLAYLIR
Avidin fluor: compound fluoresces at 488/530 nm on avidin beads | compound fluorescence 488/530 nm, flow cytometry; hits give high values | fluorescence (KMESF) at 10 µM | 0.38% of 220,000 active; in the data active = fluorescence above about 47; note: inactives centre near 10
Pf gamet viab: P. falciparum stage V gametocyte viability inhibition; P. falciparum stage V gametocytes, ATP luminescence, 24 h; 0.065% of 150,000 active; inhibition, % at 10.9 µM;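 active = inhibition above the mean plus 3 SD of compounds within the control limits, set per campaign, cut at about 38% in these data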;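 note: 0% = DMSO wells and 100% = medium only without gametocytes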
Rab2A wt mod: changes GTP binding to wildtype dog Rab2A, up or down. GTP binding activity, % at 10 µM. GST-Rab2 wt beads, Bodipy-GTP binding, flow cytometry. 0.19% of 190,000 active. P61105;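 active = GTP binding activity at least 20 points away from 100%, either lowered or raised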;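 note: 0% = beads with excess unlabeled GTP and 100% = no-compound control corrected for plate trend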
HRas wt GTP bind: human HRas wildtype GTP binding, change in either direction. GST-Ras wt beads, Bodipy-FL-GTP binding, flow cytometry; actives lie on both sides. 0.14% of 190,000 active. P01112. GTP binding activity, % at 10 µM. AID 759;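 active = GTP binding activity at least 20% away from the 100% baseline, either lowered as inhibitor or raised as activator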;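 note: 0% = unlabeled GTP competition control and 100% = no-compound control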
Target sequence (P01112 whole entry, looked up): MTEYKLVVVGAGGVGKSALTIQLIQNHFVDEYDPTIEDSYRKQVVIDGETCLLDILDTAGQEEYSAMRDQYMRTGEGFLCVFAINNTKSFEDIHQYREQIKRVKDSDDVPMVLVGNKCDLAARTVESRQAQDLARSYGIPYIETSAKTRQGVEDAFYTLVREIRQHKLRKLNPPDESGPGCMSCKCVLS
Rac1 wt GTP bind: alters GTP binding to wildtype human Rac1; GTP binding activity (% of control), % at 10 µM; 0.27% of 190,000 active; GST-Rac1 beads, fluorescent GTP binding, flow cytometry; actives lie on both sides; 0 = cold GTP competed, 100 = untreated;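 active = GTP binding activity at least 20 points away from the 100% control level, either lower or higher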
Mcl1 Bid PPI: Mcl-1/Bid interaction inhibition | Q07820 | AID 1021 | inhibition, % at 21.7 µM | 0.97% of 220,000 active | TR-FRET Mcl-1/Bid-Dy647 peptide binding, 1536-well;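 active = compounds that cut the binding signal by more than half at the single screening dose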;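 note: His-tagged Mcl-1 with europium anti-His antibody binding Bid BH3 peptide; 0% = Mcl-1 plus peptide wells and 100% = peptide-only wells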
Cdc42 wt GTP: human Cdc42 wildtype GTP binding change, either direction; AID 761; percent activity (GTP binding), % at 10 µM; P60953; 0.2% of 190,000 active; GST-Cdc42 beads, Bodipy-GTP binding, flow cytometry; actives lie on both sides;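 active = percent activity GTP binding at least 20 points away from the 100% baseline, either down as inhibitor or up as activator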;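 note: median bead fluorescence of bound Bodipy-FL-GTP at 100 nM; 0% = excess unlabeled GTP control and 100% = no compound control; below 100% means less GTP binding so inhibitor and above means activator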
Target sequence (P60953 whole entry, looked up): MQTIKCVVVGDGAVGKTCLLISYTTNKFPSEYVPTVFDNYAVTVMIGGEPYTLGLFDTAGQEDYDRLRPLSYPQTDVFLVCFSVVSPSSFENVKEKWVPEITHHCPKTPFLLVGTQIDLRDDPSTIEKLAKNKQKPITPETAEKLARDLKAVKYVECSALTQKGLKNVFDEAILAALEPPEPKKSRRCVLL
Rab7 wt GTP bind: dog Rab7 wildtype GTP binding, inhibitors and activators; GST-Rab7 beads, fluorescent GTP binding, flow cytometry; actives lie on both sides; untreated = 100%, excess cold GTP = 0%; GTP binding activity (percent of control), % at 10 µM; 0.055% of 190,000 active; AID 758;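 active = fluorescent GTP binding to Rab7 beads changed by at least 20 points from the 100% baseline, either direction, mostly lower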;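 note: median green fluorescence of bound Bodipy-FL-GTP per Rab7 bead population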
Bim-Mcl-1: human Bim-Mcl-1 interaction inhibition; 0.1% of 190,000 active; Q07820; inhibition, % at 10 µM; Bead-based flow cytometry, Bim peptide-Mcl-1 binding; in the data active = inhibition above about 40%;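 note: 0% = no compound tracer wells and 100% = peptide blocker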
Rac1 mut GTP: human Rac1 activated mutant GTP binding change | GST-Rac1 activated beads, fluorescent GTP binding, flow cytometry; actives lie on both sides; 100% means binding = to untreated wells | percent activity (GTP binding), % at 10 µM | 0.11% of 190,000 active;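 active = GTP binding at least 20 percentage points away from the 100% baseline, in either direction, so actives lie on both sides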
Starred values were filed as active, the others as inactive; . = not tested or not shown.

A first look:
mol	Mcl1 Bid PPI	Cdc42 wt GTP	Rab7 wt GTP bind	Rab2A wt mod	Pf gamet viab	Mcl1 Noxa PPI	Rac1 wt GTP bind	Rac1 mut GTP	Bim-Mcl-1	HRas wt GTP bind	Avidin fluor
Cc1cccc(-n2cc[nH]c2=S)c1	-81	100	95	96	-5	-7	104	98	-7	96	16
Cc1cc2c(cc1C)-c1c(ssc1=Nc1ccc(S(N)(=O)=O)cc1)C(C)(C)N2	-46	97	108	104	.	-6	100	97	1	101	9
Cc1cc(C)n(C(=O)CCC(=O)Nc2ccc(C)c(C)c2)n1	-27	100	96	104	-10	-7	100	99	-2	102	14
CC(C)NS(=O)(=O)c1cccc2nsnc12	-9	99	95	96	6	6	99	98	0	103	.
Cc1nc(-c2ccc(Br)cc2)ccc1C(=O)O	-19	102	98	96	9	3	105	102	-2	101	0
Cc1[nH]c2ccccc2c1C(c1ccncc1)N1CCN(c2ccccc2F)CC1 (configuration not stated)	-11	102	102	100	7	23	106	101	-2	100	92*
CCOC(=O)C1=C(Nc2ccccc2)CC(C)(O)C(C(=O)OCC)C1c1ccc(Br)cc1 (configuration not stated)	-45	101	99	99	6	1	98	99	0	97	9
CC1(C)Nc2ccccc2N(Cc2ccc([N+](=O)[O-])cc2)C1=O	-85	99	102	101	-3	11	98	95	-2	100	9
Nn1cc(-c2ccccc2)nc1SCC(=O)N1CCN(S(=O)(=O)c2ccc(Cl)cc2)CC1	-8	96	97	97	.	16	97	96	-2	96	11
O=C(CCN1CCCCC1)N=Nc1c(O)[nH]c2ccccc12	7	95	101	97	9	10	100	96	0	98	6
O=c1c(-c2cc3ccccc3o2)[n+]([O-])c2ccccc2n1OCc1ccccn1	8	97	100	96	.	-1	95	99	-1	96	12
CCC(=O)Nc1ccc(S(=O)(=O)NCCc2ccccc2)cc1	1	97	101	98	6	-3	96	96	-3	97	4
CC1CCCCN1S(=O)(=O)c1ccc(C(=O)Nc2nnc(-c3cccs3)o2)cc1 (configuration not stated)	-50	101	96	96	.	-75	101	97	-6	98	31
Clc1ccc(CSc2nnc3ccccn23)c(Cl)c1	-17	100	97	97	2	-7	103	101	-1	98	15
CC(=O)N/C(=C\c1cccc([N+](=O)[O-])c1)C(=O)NC1CCCCC1	-18	97	101	98	3	9	103	99	0	100	16

All compounds of this part (from the top)
mol	Mcl1 Bid PPI	Cdc42 wt GTP	Rab7 wt GTP bind	Rab2A wt mod	Pf gamet viab	Mcl1 Noxa PPI	Rac1 wt GTP bind	Rac1 mut GTP	Bim-Mcl-1	HRas wt GTP bind	Avidin fluor
Cc1cccc(-n2cc[nH]c2=S)c1	-81	100	95	96	-5	-7	104	98	-7	96	16
Cc1cc2c(cc1C)-c1c(ssc1=Nc1ccc(S(N)(=O)=O)cc1)C(C)(C)N2	-46	97	108	104	.	-6	100	97	1	101	9
Cc1cc(C)n(C(=O)CCC(=O)Nc2ccc(C)c(C)c2)n1	-27	100	96	104	-10	-7	100	99	-2	102	14
CC(C)NS(=O)(=O)c1cccc2nsnc12	-9	99	95	96	6	6	99	98	0	103	.
Cc1nc(-c2ccc(Br)cc2)ccc1C(=O)O	-19	102	98	96	9	3	105	102	-2	101	0
Cc1[nH]c2ccccc2c1C(c1ccncc1)N1CCN(c2ccccc2F)CC1 (configuration not stated)	-11	102	102	100	7	23	106	101	-2	100	92*
CCOC(=O)C1=C(Nc2ccccc2)CC(C)(O)C(C(=O)OCC)C1c1ccc(Br)cc1 (configuration not stated)	-45	101	99	99	6	1	98	99	0	97	9
CC1(C)Nc2ccccc2N(Cc2ccc([N+](=O)[O-])cc2)C1=O	-85	99	102	101	-3	11	98	95	-2	100	9
Nn1cc(-c2ccccc2)nc1SCC(=O)N1CCN(S(=O)(=O)c2ccc(Cl)cc2)CC1	-8	96	97	97	.	16	97	96	-2	96	11
O=C(CCN1CCCCC1)N=Nc1c(O)[nH]c2ccccc12	7	95	101	97	9	10	100	96	0	98	6
O=c1c(-c2cc3ccccc3o2)[n+]([O-])c2ccccc2n1OCc1ccccn1	8	97	100	96	.	-1	95	99	-1	96	12
CCC(=O)Nc1ccc(S(=O)(=O)NCCc2ccccc2)cc1	1	97	101	98	6	-3	96	96	-3	97	4
CC1CCCCN1S(=O)(=O)c1ccc(C(=O)Nc2nnc(-c3cccs3)o2)cc1 (configuration not stated)	-50	101	96	96	.	-75	101	97	-6	98	31
Clc1ccc(CSc2nnc3ccccn23)c(Cl)c1	-17	100	97	97	2	-7	103	101	-1	98	15
CC(=O)N/C(=C\c1cccc([N+](=O)[O-])c1)C(=O)NC1CCCCC1	-18	97	101	98	3	9	103	99	0	100	16
CCOC(=O)c1sc(NC(=O)CSc2nnnn2-c2ccccc2)nc1C	-33	94	92	92	-5	0	95	93	1	93	7
CCC(C)(C)c1ccc(Oc2ccc(NC(=O)COC(=O)C3=COCCO3)cc2)cc1	-30	97	100	94	.	-1	100	94	-7	94	4
O=C(Nc1ccc(Cl)cc1Cl)C1CCC(=O)N1Cc1ccccc1Cl (configuration not stated)	-12	92	95	92	-27	7	91	90	0	94	38
COc1ccc(C(=O)c2ccc(Cl)c([N+](=O)[O-])c2)cc1	-10	100	100	99	0	8	108	101	-3	100	15
O=C(NCc1cccnc1)c1nnc(Cc2ccc(F)cc2)o1	-14	96	95	96	.	-3	96	95	-2	96	12
Cc1ccc(C)c(NC(=O)CCC(=O)NNC(=S)Nc2ccccc2)c1	-20	101	101	95	.	0	95	93	0	99	9
COc1ccccc1-n1cc(CN2CCN(C3CCCC3)C(CCO)C2)cn1 (configuration not stated)	-29	102	100	100	.	2	105	100	-4	99	13
CN(NC(=O)c1ccc(Cl)cc1)c1nc(-c2ccccc2)nnc1C(F)(F)F	-7	103	104	105	-7	9	101	100	0	102	18
COc1ccc(O)c(C(c2c(C)[nH][nH]c2=O)c2c(C)[nH][nH]c2=O)c1	-46	99	100	96	14	-1	99	98	-3	98	13
NC(=O)c1ccsc1NC(=O)CSc1ccccc1F	-12	96	93	95	-5	-1	97	95	-1	97	8
Cc1nc(NCC2CCCO2)nc2c1C(=O)CC(C)C2 (configuration not stated)	-17	97	101	100	-10	10	101	97	-3	99	15
Cc1nc(SCc2ccc(F)cc2)c([N+](=O)[O-])[nH]1	-5	99	101	99	5	12	102	101	-5	102	4
CC1(C)C2CCC(C2)C1(C)NC(=O)CNCc1cccs1 (configuration not stated)	39	95	104	100	.	50	96	95	-2	99	23
O=C(CSCc1c(Cl)cccc1Cl)NCC1CCCO1 (configuration not stated)	-9	95	97	92	-4	4	96	92	-3	94	34
Cc1ccc(Cl)c(Nc2ccccc2C(=O)O)c1Cl	10	113	100	110	.	19	.	.	-2	109	9
CCOCCCNC(=O)Cn1cc2c(n1)CCCC2	-4	106	103	101	.	-4	104	99	-3	100	18
COc1cc(/C=C(\C#N)c2ccccn2)ccc1OCc1ccc(Cl)cc1	21	100	99	101	11	6	105	101	0	99	12
CCN(CC)c1nc(N)nc(NS(=O)(=O)c2ccc(Cl)cc2)n1	-21	100	102	101	-15	-1	101	99	0	99	14
O=C(CN1CCN(c2ccc(F)cc2)CC1)N1CCOCC1	-91	100	95	98	.	14	100	97	0	99	8
CSc1ccc(Cl)c(C(=O)OCC(=O)NCc2ccco2)c1	-17	99	100	97	.	46	103	97	-2	101	11
COc1cc(NC(=O)C/C(C)=N/NC(=O)C(OC)c2ccccc2)c(OC)cc1Cl (configuration not stated)	-52	99	103	100	-20	-3	103	96	1	100	12

Complete entries from above. Values in the order: Mcl1 Bid PPI | Cdc42 wt GTP | Rab7 wt GTP bind | Rab2A wt mod | Pf gamet viab | Mcl1 Noxa PPI | Rac1 wt GTP bind | Rac1 mut GTP | Bim-Mcl-1 | HRas wt GTP bind | Avidin fluor
CSc1ccc(Cl)c(C(=O)OCC(=O)NCc2ccco2)c1 is entered as -17 | 99 | 100 | 97 | . | 46 | 103 | 97 | -2 | 101 | 11
COc1cc(NC(=O)C/C(C)=N/NC(=O)C(OC)c2ccccc2)c(OC)cc1Cl (configuration not stated) is entered as -52 | 99 | 103 | 100 | -20 | -3 | 103 | 96 | 1 | 100 | 12

The list continues:
mol	Mcl1 Bid PPI	Cdc42 wt GTP	Rab7 wt GTP bind	Rab2A wt mod	Pf gamet viab	Mcl1 Noxa PPI	Rac1 wt GTP bind	Rac1 mut GTP	Bim-Mcl-1	HRas wt GTP bind	Avidin fluor
CC1=C(C(=O)OC2CCCCCC2)C(c2ccc(C)o2)C2=C(CCCC2=O)N1 (configuration not stated)	-23	102	96	100	4	-4	107	98	-3	101	26
COc1cc(OC)c(C2=NOC(C(=O)N3CCCc4ccccc43)C2)cc1Cl (configuration not stated)	-7	105	103	101	-15	4	109	98	-61	101	10
O=C(O)CCC(=O)Nc1ccc(S(=O)(=O)Nc2nccs2)cc1	-3	105	94	100	.	-3	106	104	-5	103	10
CCc1cccc(Nc2cc(C)nc3ncnn23)c1	-4	101	95	100	.	-4	105	98	-3	100	6
O=C(COc1ccccc1)Nc1ncccn1	-20	105	101	102	.	1	102	100	-1	103	16
O=[N+]([O-])c1ccc(Nc2ccc3ccccc3c2)nc1	-14	102	96	100	.	3	104	102	6	103	2
Nc1ncc(Br)cc1Br	-6	101	98	95	20	-3	102	97	-2	96	22
C#CCN(C(=O)Nc1ccccc1)c1ccccc1	-30	97	100	100	2	6	105	101	-2	103	3

From PubChem
